Compound activity from PubChem.
CCR6 antag: CCR6 (human) receptor antagonism. inhibition, % at 20 µM. hit rate 0.49% among 340,000. P51684. CHO-K1 CCR6 PathHunter beta-arrestin, luminescence, CCL20-stimulated. AID 493098;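 active means compounds whose inhibition of the agonist-driven luminescence signal at 20 µM reaches about 50%, limit read from the data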;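 further: cells stimulated with CCL20 at 14 nM final; plate controls were DMSO with CCL20 for no effect and DMSO without agonist for full effect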
Gli-Sufu antag: antagonists of Gli-Sufu signaling; hit rate 0.74% among 340,000; inhibition, % at 5 µM; Sufu-KO-LIGHT fibroblasts, Gli luciferase reporter luminescence;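 active means inhibition above about 55%, limit read from the data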;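 further: 0% = DMSO-treated cells and 100% = wells with medium but no cells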
Jurkat NFkB inh: lowers PMA/ionomycin-induced NF-kB signal in Jurkat cells | hit rate 0.53% among 330,000 | inhibition, % at 4 µM | PMA/ionomycin-induced NF-kB luciferase reporter, luminescence
697 NFkB inh: lowers PMA/ionomycin-induced NF-kB signal in 697 B cells. inhibition, % at 4 µM. hit rate 0.33% among 330,000. AID 435022. 697 B-cell NF-kB luciferase reporter, 16 h; in the data active means inhibition above about 35%
Apaf1 inhib: human Apaf-1 inhibition; O14727; reconstituted apoptosome caspase-3 activity, DEVD-Rh110 fluorescence; inhibition, % at 20 µM; hit rate 0.71% among 330,000; active means inhibition of at least 40% at 20 µM;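 further: plate controls were DMSO wells for no effect and DEVD-CHO caspase inhibitor wells for full effect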
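Material: biochemical Apaf-1 apoptosome reconstitution. Medium: Hepes buffer, pH 7.5. Also added: cytochrome c activation, bis-DEVD rhodamine 110 substrate. Timing: 30 min compound preincubation, 50 min activation, room temperature. Measured by: rhodamine 110 fluorescence at Ex 480/Em 540 nm.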
UBC13 polyUb: blocks human UBC13 polyubiquitin chain formation; P61088; TR-FRET; inhibition, % at 20 µM; hit rate 0.47% among 330,000; AID 485273; in the data active means inhibition above about 45%, passing the limit was not always enough; inconclusive means no clear call, values can overlap the other calls
Target sequence (P61088 whole entry, looked up): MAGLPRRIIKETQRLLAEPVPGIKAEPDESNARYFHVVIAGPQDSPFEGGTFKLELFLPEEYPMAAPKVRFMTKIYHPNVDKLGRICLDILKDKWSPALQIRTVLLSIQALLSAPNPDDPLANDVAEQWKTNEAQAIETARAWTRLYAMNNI
SENP8 inh: inhibitors of human SENP8 protease; hit rate 1.2% among 330,000; purified SENP8, Z-RLRGG-aminoluciferin cleavage, luminescence; inhibition, % at 10 µM; Q96LD8
Target sequence (Q96LD8 whole entry, looked up): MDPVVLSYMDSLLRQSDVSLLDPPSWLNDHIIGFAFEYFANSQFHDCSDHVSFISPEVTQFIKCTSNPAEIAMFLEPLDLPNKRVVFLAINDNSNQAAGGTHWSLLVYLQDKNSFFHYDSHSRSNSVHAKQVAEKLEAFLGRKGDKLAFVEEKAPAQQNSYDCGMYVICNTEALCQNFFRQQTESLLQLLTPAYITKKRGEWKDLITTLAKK
EBI2 antag: antagonists of human EBI2 receptor. hit rate 0.81% among 360,000. AID 651636. inhibition, % at 5 µM. EBI2 beta-arrestin recruitment, luminescence, 7a,25-OHC stimulated. P32249; in the data active means inhibition above about 38%;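 further: enzyme fragment complementation signal reports receptor beta-arrestin coupling in cells; 0% = agonist plus DMSO wells and 100% = wells without agonist; some results beyond the cut were filed as inactive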
Target sequence (P32249 whole entry, looked up, the tested form may be a part): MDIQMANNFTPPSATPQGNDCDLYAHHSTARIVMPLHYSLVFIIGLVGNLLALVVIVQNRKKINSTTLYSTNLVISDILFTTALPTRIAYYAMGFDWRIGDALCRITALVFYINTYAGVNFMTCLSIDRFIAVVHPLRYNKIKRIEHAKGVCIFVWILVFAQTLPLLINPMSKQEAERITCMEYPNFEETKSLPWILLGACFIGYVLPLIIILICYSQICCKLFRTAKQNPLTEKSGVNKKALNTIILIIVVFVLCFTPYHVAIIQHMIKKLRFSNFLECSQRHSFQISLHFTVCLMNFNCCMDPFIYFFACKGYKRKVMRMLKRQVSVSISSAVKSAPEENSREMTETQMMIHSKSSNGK
Numbers without * were called inactive; ? = inconclusive; / = no result given. Unless noted, no stated cut-off is given here; in the data, active means inhibition above about 50%; inactive means the rest. The list is partial; count on the stated rates, not on these rows.

SMILES	CCR6 antag	Gli-Sufu antag	Jurkat NFkB inh	697 NFkB inh	Apaf1 inhib	UBC13 polyUb	SENP8 inh	EBI2 antag
Cc1ncsc1C(=O)Nc1nc2c(s1)CCCC2	8	-47	-105	-64	-7	-5	92*	-11
COc1cc(NS(=O)(=O)c2ccc(NC(=S)NC(=O)c3sc4cc(F)ccc4c3Cl)cc2)nc(OC)n1	29	5	3	-27	0	-20	-7	-13
CCN(CC)c1ccc(/C=N/NC(=O)CNC(=O)c2cccnc2)cc1	3	-7	6	12	1	2	2	1
CN1C[C@@H]2C(c3ccc(Cl)nc3)C3(c4cccnc4)CC2(C3)[C@H]1c1ccccc1 (some centres undefined)	1	30	-3	-6	14	-7	-5	-4
Cn1c(=O)n(C)c2cc(NC(=O)C(F)(F)F)ccc21	4	-3	9	4	-1	-6	-6	-4
N#Cc1c(/N=C/N2CCOCC2)sc2c1CCCCC2	-5	-95	-113	-146	13	2	12	6
COc1ccc(-c2nnc(SCC(=O)Nc3sc4c(c3C#N)CCCC4)n2-c2ccccc2)cc1	-10	21	-2	-17	4	-8	11	13
O=C1CN(C(=O)COC(=O)c2ccc(N3CCCCCC3)c([N+](=O)[O-])c2)c2ccccc2N1	31	-20	7	11	7	-11	-4	3
CCC(=O)Nc1ccc(NC(=O)CSc2nnc(-c3ccc(O)cc3)n2CC2CCCO2)cc1 (centres undefined)	-4	-3	10	25	-15	-13	0	-7
N#Cc1c(-c2ccccc2)ccn(Cc2ccc(Cl)cc2)c1=O	9	2	25	6	-32	8	1	6
CSc1ccc(S(=O)(=O)N2CCC(C(=O)Nc3cccnc3)CC2)cc1	-1	76*	30	3	1	6	0	7
Cc1csc(SCC(=O)Nc2cccc(S(=O)(=O)N3CCOCC3)c2)n1	-5	-20	-10	10	1	-2	4	-8
O=C(NC1CCCc2ccccc21)c1ccc(F)cc1F (centres undefined)	9	23	-5	8	8	-10	-7	-3
CCN([C@H](CO)CC(C)C)S(=O)(=O)c1ccccc1	14	-4	/	7	7	/	/	-1
O=C(COC(=O)CC1CC2CCC1C2)Nc1ccccc1[N+](=O)[O-] (centres undefined)	6	2	-9	3	17	7	-10	-8
O=C(Nc1cccc(S(=O)(=O)N2CCCCC2)c1)c1cc([N+](=O)[O-])ccc1N1CCOCC1	25	0	17	-11	11	-12	-7	11
CCOc1ccc(NS(=O)(=O)c2ccc(C(=O)N(CC)CC(=O)NCc3cccs3)cc2)cc1	8	10	0	-29	61*	38	0	9
CCCn1cnc2c(=O)oc3ccccc3c21	-20	-4	12	19	0	4	8	-11
Cc1cc(N2C(=O)CC(C(C)c3ccccc3)C2=O)no1 (centres undefined)	0	0	-2	6	-9	4	-4	-11
CC1CCCCC1NC(=O)COC(=O)C12CC3CC(CC(Cl)(C3)C1)C2 (centres undefined)	16	-5	8	12	-7	6	7	10
CCC(CC)COC(=O)C1=C(C)NC(=O)NC1c1cc(OC)ccc1OC (centres undefined)	-1	7	-7	-6	9	4	2	2
CS(=O)(=O)c1ccc(Cl)c(NC(=O)COC(=O)CCN=C2NS(=O)(=O)c3ccccc32)c1	5	-8	-4	14	4	0	-1	-11
O=c1c(OC2OC(CO)C(O)C(O)C2OC2OC(CO)C(O)C(O)C2OC2OC(CO)C(O)C(O)C2O)c(-c2ccc(O)c(O)c2)oc2cc(O)cc(O)c12 (centres undefined)	6	1	7	17	-1	-6	-2	-3
N=C1/C(=C\c2ccc(Br)o2)C(=O)N=C2SC(CC(=O)N3CCOCC3)=NN12	10	/	3	-13	7	-13	1	8
O=C(NCCc1ccccc1)C1=CCN(S(=O)(=O)c2ccccc2)CC1	2	-32	-8	-11	-8	-2	-10	12
Cc1nc(-c2ccccc2)sc1-c1nc(-c2cccnc2)ncc1S(=O)(=O)c1ccccc1	23	2	-23	5	29	?	-4	26
Cc1cc(C(=O)N/N=C/C(Cl)=C/c2ccccc2)c(C)o1	12	-19	0	-19	-1	-9	28	19
COc1ccc(/C=N/NC(=O)c2ccc(O)cc2O)cc1CSc1ccccn1	8	-4	-6	14	-8	21	7	-5
CCN1C(=NCc2cc(OC)c(OC)c(OC)c2)N[C@@H](c2cccc(C(F)(F)F)c2)C(C(=O)OC)=C1C	4	10	5	-17	22	5	-8	9
CC1(C)C2CCC1(C)C(NC(=O)CCN1CCCCC1)C2 (centres undefined)	21	7	8	-1	-4	0	-9	5
Cc1c(NC(=O)c2cccc(NC(=O)Cc3ccccc3F)c2)c(=O)n(-c2ccccc2)n1C	5	-4	12	11	-7	18	3	2
CC(C)c1ccc(N2C(=O)C(Cl)=C(N3CCOCC3)C2=O)cc1	-14	-2	-7	-6	3	1	0	-8
NC(=O)C1(N2CCCCC2)CCN(C(=O)CSc2nc3ccccc3s2)CC1	-4	-2	9	12	-6	-1	6	-3
O=C(NC(=S)NC1CCCCCC1)c1cncc(Br)c1	35	-61	-25	-122	19	21	-20	9
CC(=O)c1ccc(NC(=S)N2CCCCCC2)cc1	-2	-15	-16	-43	-6	-2	-5	-5
CC(C)OC(=O)CCC1(C(=O)O)CCC(=O)NC1 (centres undefined)	2	11	1	2	-15	-2	4	-13
NC(=O)NCC(c1ccccc1)C1CCCCC1 (centres undefined)	11	2	7	8	9	4	-11	0
CCOC(=O)c1ccc(S(=O)(=O)NNC(=O)COc2cccc(C)c2)cc1	0	-1	7	0	-5	-7	-9	-7
COc1cc(OC)c(C2C(C#N)=C(N)OC3=C2C(=O)CC(C)C3)cc1OC (centres undefined)	-3	-2	3	18	-3	5	1	-7
CCN1CCN(C(=O)C2CCN(S(=O)(=O)N3CCC4(CC3)OCCO4)CC2)CC1	1	-15	0	3	-18	-5	0	1
CCc1cccc(C)c1NC(=O)COC(=O)CSCc1ccccc1	9	4	9	9	7	6	0	4
COc1ccc(N/C=C(/C(C)=O)c2ccccc2)cc1	6	-15	26	9	3	5	-6	20
CCCCn1c(=O)[nH]c(=O)c2c1nc(-c1ccc(OCCC)c(OCC)c1)n2C	9	2	-31	-64	4	-18	-11	-9
Cc1csc(NC(=O)c2cccc(Cn3nc(C)c(Br)c3C)c2)n1	12	5	0	13	9	11	2	5
Cc1noc(C)c1S(=O)(=O)NCCc1ccc(S(N)(=O)=O)cc1	-6	2	-3	18	-13	7	-1	0
Cc1snc(SCC(=O)c2ccc(F)cc2)c1C#N	-18	-38	-59	-17	4	-3	-2	8
CC(Cl)C(=O)Nc1cc(C(C)(C)C)nn1-c1ccccc1 (centres undefined)	-13	-1	7	19	0	14	0	6
O=C(CSCc1ccc(Cl)cc1Cl)Nc1nccs1	6	-28	9	13	-8	9	6	-4

Fetched one by one from the entries so far, six records:
SMILES	CCR6 antag	Gli-Sufu antag	Jurkat NFkB inh	697 NFkB inh	Apaf1 inhib	UBC13 polyUb	SENP8 inh	EBI2 antag
Cc1snc(SCC(=O)c2ccc(F)cc2)c1C#N	-18	-38	-59	-17	4	-3	-2	8
CCOC(=O)c1ccc(S(=O)(=O)NNC(=O)COc2cccc(C)c2)cc1	0	-1	7	0	-5	-7	-9	-7
Cc1noc(C)c1S(=O)(=O)NCCc1ccc(S(N)(=O)=O)cc1	-6	2	-3	18	-13	7	-1	0
Cc1csc(NC(=O)c2cccc(Cn3nc(C)c(Br)c3C)c2)n1	12	5	0	13	9	11	2	5
CCCCn1c(=O)[nH]c(=O)c2c1nc(-c1ccc(OCCC)c(OCC)c1)n2C	9	2	-31	-64	4	-18	-11	-9
COc1ccc(N/C=C(/C(C)=O)c2ccccc2)cc1	6	-15	26	9	3	5	-6	20

The list continues:
SMILES	CCR6 antag	Gli-Sufu antag	Jurkat NFkB inh	697 NFkB inh	Apaf1 inhib	UBC13 polyUb	SENP8 inh	EBI2 antag
NC(=O)c1ccsc1NC(=O)C1CCN(S(=O)(=O)c2cccs2)CC1	10	-5	-7	3	5	1	7	-5
Cn1cc(-c2ccccc2C(=O)O)c(=O)c2cc(Cl)ccc21	-8	24	-1	4	-1	10	3	-2
O=C1C=C(NCCN2CCOCC2)CC(c2ccccc2)C1 (centres undefined)	-1	-1	-15	9	-14	6	-2	-9
C[C@H]1CN([C@@H](C)CO)C(=O)c2cc(NC(=O)C3CCCCC3)ccc2O[C@H]1CN(C)C(=O)Nc1ccc2c(c1)OCO2	1	-3	-94	2	9	-22	-8	3
CCN(CC(=O)Nc1ccc(NC(C)=O)cc1)C(=O)CCCc1nc2ccccc2s1	3	2	5	-7	9	-13	-10	-1
Cc1cc(NS(=O)(=O)c2ccccc2)c([N+](=O)[O-])cc1C	26	0	5	-3	-10	3	-7	6
COC(=O)c1c(NC(=O)CN2C(=O)NC3(CCc4ccccc4C3)C2=O)sc2c1CCCCC2 (centres undefined)	4	-5	2	-3	21	-4	-5	11
O=C(O)c1cccnc1SCc1cccc(Cl)c1	4	0	12	11	-5	2	-9	-4
COC(=O)c1ccc(C23CC4(C2)[C@H](CN(Cc2ccc(-c5ccccc5)cc2)[C@@H]4c2ccccc2)C3c2ccc(Cl)nc2)cc1 (some centres undefined)	-2	27	7	8	30	-45	-10	/
COC(=O)c1c(NC(=O)c2ccnn2C)sc(C)c1C	-12	4	-4	14	5	20	4	5
Cc1cccc(N(C(=O)Cn2nnc3ccccc32)C(C(=O)NC(C)(C)C)c2ccsc2)c1 (centres undefined)	11	5	2	4	4	3	5	-7
Cc1cccc(NC(=O)NCCN2CCN(c3ccccc3)CC2)c1C	9	11	10	6	1	2	-8	5
CCOC(=O)C(C)Sc1ncnc2c1nnn2-c1ccc(F)cc1 (centres undefined)	20	-18	-17	-12	8	11	-3	-2
CC1(C(=O)NCc2ccccn2)C=CCN1C(=O)c1ccccc1 (centres undefined)	-5	-5	1	15	-273	7	-6	4
CC(C)(C)C(=O)NC(CC(=O)O)c1ccccc1 (centres undefined)	3	-11	-5	22	-12	7	-2	5
CC(C)(C(=O)Nc1nccs1)c1ccccc1	-1	-8	1	-17	1	-15	-10	0
COc1ccc(C2C(=O)N(CCc3ccccc3)CC(=O)N2C2CCCCC2)cc1 (centres undefined)	-14	7	-10	2	-2	-7	5	8
CCn1c(=O)c(C(=O)NNC(=O)c2ccccc2Br)c(O)c2ccccc21	21	-9	-1	8	3	4	-3	-2
CC1CCC(=C(C#N)c2nc(-c3cc4ccccc4oc3=O)cs2)CC1 (centres undefined)	21	-48	-54	-85	17	0	-15	16
O=C(CCN1CCN(C(c2ccccc2)c2ccccc2)CC1)N/N=C/c1ccc(O)cc1O	10	22	6	-16	-236	-17	-3	7
O=C(CCCC(=O)N(CC(=O)NC1CCCC1)c1cccc(F)c1)Nc1ccccn1	10	28	11	15	1	4	-6	-1
Cc1ccc(-c2nnc(SCC(=O)Nc3ccc(N4CCOCC4)cc3)o2)cc1	-15	0	2	-4	7	-10	-11	-2
Cc1[nH]c2ccccc2c1Cc1n[nH]c(=S)o1	1	-4	-6	-13	11	-10	-5	4
O=C(N1CCN(CCO)CC1)N1c2ccccc2CCc2ccccc21	1	1	13	11	-20	-3	4	4
Cc1cc(N2CCN(C)CC2)ccc1NC(=O)c1cccc(S(=O)(=O)N2CCc3ccccc3C2)c1	16	9	-6	-22	3	33	5	2
O=C(Cc1ccc(Cl)cc1)Nc1cccc(S(=O)(=O)N2CCCCC2)c1	9	5	-12	-11	5	10	-5	0
O=C(Nc1cc(S(=O)(=O)N2CCOCC2)ccc1Cl)c1cc2ccccc2o1	12	12	2	4	8	-4	3	12
Cc1c(Cl)cccc1NC(=S)N(Cc1ccccc1)Cc1cccnc1	7	-9	3	-18	-4	-4	-4	-6
COc1cc(C(=O)Nc2ccc(S(=O)(=O)Nc3cc(C)on3)cc2)cc(OC)c1OC	-9	2	13	16	7	-3	1	-12
O=C(CCCOc1ccc(Cl)cc1Cl)NNC(=O)C1CCC1	6	-12	2	9	1	6	-5	2
O=Cc1c(NCc2ccco2)nc2ccccn2c1=O	0	-10	-5	16	-2	-4	-11	-5
Cc1cccc2c(N=O)c(O)[nH]c12	10	5	0	-14	10	-15	-9	-5
Cc1ccc(S(=O)(=O)Nc2ccc(S(=O)(=O)N3CCOCC3)cc2)cc1	-12	3	-2	18	4	-4	3	-9
